Screening results as filed in PubChem.
ABCB6 inh 2: blocks the human ABCB6 transporter; Q9NP58; K562-ABCB6 porphyrin accumulation, flow cytometry, 1 h; stronger effect = lower value; fluorescence ratio to DMSO, % at 10 µM; hit rate 0.19% among 360,000; AID 602162;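 active = fluorescence ratio to DMSO below 75%, the collection mean minus 3 SD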;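 also: signal is porphyrin accumulated inside mitochondria; 100% equals median channel fluorescence of DMSO control wells; lower ratio means ABCB6 inhibition with less porphyrin fluorescence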
Granule exo inh: lytic granule exocytosis inhibition. TALL-104 LAMP-1 surface exposure, flow cytometry; cells stimulated with thapsigargin and PMA. inhibition, % at 10 µM. hit rate 0.66% among 360,000. AID 651702;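 active = inhibition above about 55%, limit read from the data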
MC4R ag barr: agonists of human melanocortin 4 receptor (MC4R) beta-arrestin | P32245 | U2OS MC4R beta-arrestin complementation, luminescence; percent of melanotan II response, DMSO zero | activation, % at 8.9 µM | hit rate 0.98% among 360,000;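 active = activation above a per-plate cutoff, the mean activation of sample wells on that plate plus 3 SD, cut at about 8% in these data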
Target sequence (P32245 whole entry, looked up): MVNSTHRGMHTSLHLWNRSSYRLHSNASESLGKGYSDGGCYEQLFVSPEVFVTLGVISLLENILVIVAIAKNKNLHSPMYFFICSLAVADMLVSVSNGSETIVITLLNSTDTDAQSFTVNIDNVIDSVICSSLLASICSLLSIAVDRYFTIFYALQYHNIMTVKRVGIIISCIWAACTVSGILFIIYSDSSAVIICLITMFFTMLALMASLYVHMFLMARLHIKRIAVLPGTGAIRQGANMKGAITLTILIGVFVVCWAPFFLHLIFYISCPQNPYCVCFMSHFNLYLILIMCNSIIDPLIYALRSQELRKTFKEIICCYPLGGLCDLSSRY
PDI inh: inhibitors of human protein disulfide isomerase. P07237. PDI insulin aggregation turbidity, A650, 90 min. inhibition, % at 10 µM. hit rate 0.052% among 350,000. AID 588391;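 active = mean inhibition across replicates of 30% or more, whatever share of single replicates reach that level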;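 also: absorbance from insulin aggregation driven by PDI reduction with DTT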
CaV13 FRET inh: Primary screen for inhibitors of IQ motif and Ca2+-dependent inactivation inhibitor domain binding in CACNA1D, Förster resonance energy transfer in living cells, …. HEK cells, CFP/YFP FRET ICDI-IQ, plate reader, 10 min; percent FRET-ratio fall versus neutral wells. inhibition, % at 12.3 µM. hit rate 0.098% among 340,000;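 active = mean replicate inhibition of at least 30% and at least 1% of replicates passing that level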;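 also: 0% = median of the neutral control wells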
MC4R antagonist: antagonists of human melanocortin 4 receptor (MC4R) | hit rate 0.48% among 360,000 | P32245 | MC4R-expressing cells, MTII-stimulated cAMP, LANCE TR-FRET | inhibition, % at 6.5 µM;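 active = inhibition above its plate's cutoff, the mean of tested wells on that plate plus 3 SD, cut at about 29% in these data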;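 also: 0% = Melanotan II alone and 100% = Melanotan II plus saturating MCL0020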
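Assay system: human MC4R-expressing U2OS cells; reagent: Melanotan II stimulation of cells; dosing: 6.5 µM single dose; timing: compound 30 min, challenge 1 h, detection 1 h; signal: TR-FRET cAMP assay; replicates: one well per compound, no replicates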
Glyco luc inh: blocks N-linked glycosylation in D54 reporter cells. D54 ERlucT glycosylation luciferase reporter, 24 h; percent of 100 nM tunicamycin response. reporter increase, % at 12.5 µM. AID 588692. hit rate 0.23% among 360,000;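 active = mean luciferase reporter signal, scaled so untreated is 0 and the glycosylation-blocking control 100, at or above a set limit in every replicate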;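 also: luciferase carries N-glycosylation sites so blocking glycosylation raises the light; 0% = median of neutral control wells and 100% = median of 100 nM tunicamycin wells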
ABHD5 PLIN5 PPI: inhibitors of human ABHD5-perilipin-5 interaction; Split G. princeps luciferase complementation, luminescence, 4 h; Q00G26+Q8WTS1; hit rate 0.78% among 360,000; inhibition, % at 4 µM;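 active = inhibition above the mean inhibition across every tested compound plus 3 SD, cut at about 22% in these data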;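 also: 0% = DMSO only wells and the 100% control is not disclosed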
m5-HT2A agonist: agonists of mouse serotonin 5-HT2A receptor (HTR2A) | CHO-K1 mHTR2A beta-arrestin complementation, luminescence; percent of 30 µM serotonin response | activation, % at 7.6 µM | hit rate 0.66% among 360,000 | AID 624169;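 active = activation above a run cutoff, the mean activation of all tested compounds plus 3 SD, cut at about 14% in these data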;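 also: 0% = plate median of compound wells and 100% = 30 µM serotonin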
Target sequence (P35363 whole entry, looked up): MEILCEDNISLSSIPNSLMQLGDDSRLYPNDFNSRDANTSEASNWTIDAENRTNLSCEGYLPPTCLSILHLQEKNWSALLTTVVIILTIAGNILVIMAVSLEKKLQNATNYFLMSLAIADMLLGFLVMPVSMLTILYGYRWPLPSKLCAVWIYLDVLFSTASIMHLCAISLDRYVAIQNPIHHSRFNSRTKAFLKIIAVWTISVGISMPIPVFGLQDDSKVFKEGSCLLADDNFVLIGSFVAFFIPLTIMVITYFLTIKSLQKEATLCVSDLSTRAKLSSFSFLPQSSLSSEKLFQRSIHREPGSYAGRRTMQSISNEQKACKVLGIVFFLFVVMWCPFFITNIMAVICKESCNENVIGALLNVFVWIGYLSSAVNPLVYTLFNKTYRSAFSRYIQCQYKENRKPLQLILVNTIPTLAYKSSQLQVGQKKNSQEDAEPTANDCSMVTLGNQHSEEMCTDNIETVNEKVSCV
Cardio protect: protects H9c2 cardiomyocytes from peroxide injury | H2O2 injury protection, ATPLite, 2 h | protection from H2O2 cell death, % at 20 µM | hit rate 0.63% among 360,000;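 active = compounds giving at least 50% protection of heart cells from peroxide-induced death in the single-dose screen, raw or plate-pattern-corrected value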;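 also: 0% = DMSO wells with peroxide and 100% = DMSO wells without peroxide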
Active calls of the source: *; . = no result given. Not a hit list, and some 4.2% of all compounds hit somewhere here.

cpd | compound | ABCB6 inh 2 | Granule exo inh | MC4R ag barr | PDI inh | CaV13 FRET inh | MC4R antagonist | Glyco luc inh | ABHD5 PLIN5 PPI | m5-HT2A agonist | Cardio protect
1 | CCc1ccc(NCc2cc3c(C)nn(-c4ccccc4)c3[nH]c2=O)cc1 | 100 | 2 | 1.1 | -3 | -8 | 10 | 1 | -2 | -7 | 24
2 | CCCCc1ccc(NC=C2C(=O)OC3(CCCCC3)OC2=O)cc1 | 91 | 1 | -1.4 | -4 | -5 | -4 | -2 | -5 | -5 | -10
3 | CCC(=O)OC1(C#CCOc2ccc(OC)cc2)CCN(C)CC1 | 98 | -3 | -1.3 | 2 | -4 | -2 | 0 | -3 | -9 | -8
4 | CCCCn1c(CCNC(=O)CC)nc2ccccc21 | 101 | -4 | 0.7 | . | 4 | 13 | 0 | -4 | -3 | 6
5 | CCOC(=O)c1c(C)[nH]c(C(=O)OCC(=O)NC(C)C)c1C | 99 | 2 | -1.2 | -7 | -7 | -4 | 1 | -6 | 2 | -1
6 | CC(C)(C)N1C(=O)c2ccc(C(=O)Nc3ccc(O)cc3)cc2C1=O | 99 | -4 | -2.3 | 3 | -5 | 0 | 4 | -1 | 4 | -1
7 | Cc1cc(NC(=O)CSc2nc3c(c(=O)n2C)SCC3)no1 | 103 | 0 | -3.4 | 5 | -6 | 0 | 3 | -11 | 5 | 3
8 | CCCC(CCC(=O)Nc1cc([N+](=O)[O-])ccc1O)C(=O)O (centres undefined) | 106 | -1 | -0.4 | -3 | -5 | -4 | 0 | 5 | 1 | -1
9 | COc1ccc(/C=C/C(=O)c2ccc(O)cc2)cc1 | 103 | -4 | 0.0 | . | . | 0 | 3 | 6 | 2 | -11
10 | Fc1ccc(N2CCN(c3ccc4c(C(F)(F)F)cc(C(F)(F)F)nc4n3)CC2)cc1 | 96 | 2 | 4.2 | 2 | -9 | 10 | -6 | 0 | 4 | 5
11 | CCOc1ccccc1Nc1nnc(SCC(=O)N2CCCC2)s1 | 102 | -3 | -2.0 | -6 | -5 | 2 | 2 | -7 | -5 | 1
12 | COc1cc(NC(=O)CSc2nccc(=O)[nH]2)c(C)cc1[N+](=O)[O-] | 93 | 1 | -2.8 | 3 | -10 | 1 | 2 | 4 | 0 | 5
13 | CC(=O)OC[C@H]1O[C@@H](Oc2cc(O)cc3oc(-c4ccc(O)cc4)cc(=O)c23)[C@H](O[C@@H]2O[C@@H](C)[C@H](O)[C@@H](O)[C@H]2O)[C@@H](O)[C@@H]1O | 105 | 2 | -1.9 | 39* | -7 | 2 | 0 | -4 | 3 | -6
14 | C[C@H](NC(=O)c1nc[nH]c1C(=O)NCCCCCNC(=O)OC(C)(C)C)C(=O)OCc1ccccc1 | 91 | -3 | -0.3 | -2 | -10 | 16 | 0 | 1 | 2 | 43
15 | Cc1cc(=O)oc2ccc(OC(=O)c3cccc(S(=O)(=O)N4CCOCC4)c3)cc12 | 95 | -7 | 2.2 | -2 | -5 | 7 | 1 | -6 | 0 | 5
16 | CC1(C)CC(=O)c2cc3c(nc2C1)CC(C)(C)CC3=O | 92 | 1 | 0.2 | -12 | -4 | 6 | 0 | -5 | 5 | -2
17 | S=C(NCc1ccncc1)Nc1ccc(Cl)c(Cl)c1 | 102 | 6 | -0.3 | 3 | -20 | 22 | -1 | 5 | -6 | -3
18 | COc1ccc(CNC(=O)CCC(=O)c2ccccc2)cc1 | 99 | -4 | -0.9 | -6 | -3 | -1 | -1 | 3 | 9 | 6
19 | CCCCn1c(=O)[nH]c2ccccc21 | 99 | 9 | -1.3 | 0 | -6 | -1 | 2 | 4 | 1 | 5
20 | CC(C)CN1C2CCCC1CC(NC(=S)NCc1ccco1)C2 (centres undefined) | 100 | 0 | -2.6 | 10 | -4 | 14 | -1 | -2 | -7 | 1
21 | CC(=O)N1c2ccc(S(=O)(=O)N3CCCC(C(=O)Nc4ccc(C)cc4)C3)cc2CC1C (centres undefined) | 100 | -4 | 1.5 | -7 | -5 | 14 | 1 | -2 | 1 | -5
22 | C=CCNC(=O)N1C2=NC(C(=O)OC)=C(C(=O)OC)[C@@H]3N(Cc4ccccc4)c4ccccc4[C@]23C[C@H]1C(=O)OC | 101 | 4 | -0.7 | -3 | -3 | 6 | 2 | -5 | -3 | -1
23 | O=C(N/C(=C/c1cccc([N+](=O)[O-])c1)C(=O)N1CCCCCC1)c1cccs1 | 95 | -3 | -3.1 | -9 | -3 | -4 | 1 | 3 | 10 | -1
24 | CCn1cc(SCC(=O)NCc2ccc3c(c2)OCO3)c2ccccc21 | 94 | -1 | 0.6 | . | -6 | 5 | 0 | 2 | 10 | 10
25 | CC(C)c1cc(C(C)C)c(S(=O)(=O)N2CCNCC2)c(C(C)C)c1 | 98 | 30 | 3.5 | -4 | 5 | 13 | -2 | 4 | -1 | -5
26 | COc1cc2c(cc1OC)-c1cc(N3CCCCCC3)nc(=O)n1CC2 | 102 | 3 | -0.4 | 1 | . | -25 | -5 | 3 | 0 | 0
27 | O=C(CCc1nnc(COc2ccccc2)o1)NCc1ccc(Cl)s1 | 97 | -7 | 1.3 | -6 | -6 | 2 | 3 | 8 | 8 | 8
28 | OC(COCc1cccs1)CN1CCN(c2ccccn2)CC1 (centres undefined) | 88 | 3 | 0.2 | -3 | -7 | 1 | 0 | -4 | 20* | -3
29 | O=C(Cn1cnc2ccc(Cl)cc2c1=O)NC1CCS(=O)(=O)C1 (centres undefined) | 97 | -1 | 1.5 | -3 | -6 | 1 | -1 | 9 | -2 | -1
30 | COc1cc2c(cc1OC)C(C(=O)N1CCOCC1)C(c1cccs1)N(C)C2=O (centres undefined) | 104 | -3 | -0.6 | 1 | -4 | -3 | 3 | -5 | 7 | 12
31 | CC(=O)C1=C(N2CCCCC2)CCC1=O | 101 | 0 | 2.9 | -2 | -2 | 14 | 1 | -7 | 7 | 5
32 | CCN(C(=S)NC(=O)C1CCCC1)C1CCCCC1 | 104 | 6 | -1.2 | 6 | -2 | 14 | -1 | 2 | 3 | -4
33 | Cc1cc(C)c(N(CC(=O)NC(C)(C)C)C(=O)CNC(=O)c2cccs2)c(C)c1 | 99 | -1 | -1.2 | 6 | 4 | 4 | -1 | -3 | 4 | 2
34 | CCCOc1ccc(-c2nc(N3CCN(CC)CC3)c3ccccc3n2)cc1 | 99 | 82* | 1.5 | 1 | -4 | 3 | -2 | 11 | -6 | -16
35 | OCCN1c2ccccc2CCc2ccccc21 | 75 | -10 | -1.0 | -1 | 11 | -2 | -1 | -1 | -6 | -4
36 | COc1cccc(NC(=O)Cn2nc(Cc3cccnc3)c3ccccc3c2=O)c1 | 96 | -4 | 0.3 | . | -3 | -4 | -2 | 5 | 8 | 12
37 | Cc1nnc(N2C(=O)c3ccc(Br)cc3C2=O)s1 | 100 | 1 | 1.9 | 0 | -5 | 0 | 4 | 2 | 6 | 8
38 | CC(C)(C)NC(=O)C(=O)NNC(=O)c1ccco1 | 103 | -1 | 0.4 | -5 | -4 | 14 | 0 | -5 | 4 | 0
39 | CC1CC(NC(=S)N(C)C)CC(C)(C)C1 (centres undefined) | 95 | 2 | 1.8 | -1 | -6 | 0 | -4 | -6 | 0 | 5
40 | COc1ccc(C(=O)NCCc2ccccc2F)cc1OC1CCN(C(C)=O)CC1 | 90 | 0 | -2.0 | 0 | -6 | 4 | -2 | -2 | -4 | 12
41 | COC(=O)c1sc(=S)n(Cc2ccccc2)c1C | 98 | 8 | 2.2 | 2 | -4 | 13 | -2 | -2 | -1 | 1
42 | Cc1ccc(NC(=O)Nc2ccc(Cl)cn2)cc1 | 101 | 2 | 5.5 | 0 | -5 | -5 | -2 | -2 | -1 | -14
43 | O=C(NNC(=S)Nc1ccc(Br)cc1)c1ccc(N2CCOCC2)c([N+](=O)[O-])c1 | 97 | 4 | -1.0 | -4 | -6 | 9 | 2 | -8 | 1 | 2
44 | Cc1sc2nc(SCC(=O)NCc3ccco3)n(-c3ccccc3)c(=O)c2c1C | 80 | 14 | 7.5 | -6 | -8 | 20 | 0 | -1 | -2 | 4
45 | CCOC(=O)C(C)N1N=C(/C=C/c2ccc(OC)cc2)CCC1=O (centres undefined) | 96 | 2 | -1.2 | -7 | -1 | -1 | 0 | -2 | -1 | 11
46 | O=C1c2ccccc2C(c2nnnn2-c2ccc3c(c2)OCCO3)N1CCCn1ccnc1 (centres undefined) | 101 | 0 | . | . | -8 | . | . | -6 | 1 | .
47 | COc1ccccc1NS(=O)(=O)c1cccc(C(=O)N2CCN(Cc3ccc4c(c3)OCO4)CC2)c1 | 107 | 2 | 1.9 | 4 | -6 | 1 | 1 | -1 | -6 | 6
48 | CCOC(=O)c1c(NC(=O)c2cc3n(n2)C(C(F)(F)F)CC(c2cccs2)N3)sc(C)c1C (centres undefined) | 94 | -2 | -1.3 | -9 | -5 | -3 | 98* | 1 | 1 | 0
49 | O=c1c2ccccc2nc(-c2ccc(Cl)c(Cl)c2)n1O | 86 | 3 | 1.3 | -3 | -7 | 0 | 1 | -1 | 1 | 63*
50 | CC(=O)N1CCC(N(CCN2CCOCC2)C(=S)Nc2ccc(C)c(C)c2)CC1 | 101 | -1 | 0.2 | -15 | -17 | -1 | 3 | -9 | -1 | -3

An excerpt from above, limited to Glyco luc inh:
item	smiles	Glyco luc inh
18	COc1ccc(CNC(=O)CCC(=O)c2ccccc2)cc1	-1
31	CC(=O)C1=C(N2CCCCC2)CCC1=O	1
40	COc1ccc(C(=O)NCCc2ccccc2F)cc1OC1CCN(C(C)=O)CC1	-2

The listing picks up with the 2 entries that preceded the break.
cpd | compound | ABCB6 inh 2 | Granule exo inh | MC4R ag barr | PDI inh | CaV13 FRET inh | MC4R antagonist | Glyco luc inh | ABHD5 PLIN5 PPI | m5-HT2A agonist | Cardio protect
49 | O=c1c2ccccc2nc(-c2ccc(Cl)c(Cl)c2)n1O | 86 | 3 | 1.3 | -3 | -7 | 0 | 1 | -1 | 1 | 63*
50 | CC(=O)N1CCC(N(CCN2CCOCC2)C(=S)Nc2ccc(C)c(C)c2)CC1 | 101 | -1 | 0.2 | -15 | -17 | -1 | 3 | -9 | -1 | -3
51 | O=C(N/N=C/c1ccoc1)c1ccccc1O | 102 | 1 | 1.4 | -9 | -2 | -6 | -5 | 5 | 3 | -3
52 | Cc1ccc(C2=NOC3(CC(=O)N(c4ccccc4)C3=O)C2)cc1 (centres undefined) | 148 | 9 | 2.9 | 0 | -4 | 3 | 0 | -6 | -1 | 5
53 | CN1CCC(=NNC(=O)CSCc2ccccc2)CC1 | 99 | 2 | 0.9 | -3 | . | 6 | 3 | -4 | -4 | -2
54 | O=C(NC1CCCC1)C1CCCN1C(=O)Nc1ccc(Cl)cc1 (centres undefined) | 92 | -2 | -2.2 | 6 | -6 | 2 | . | 2 | 2 | 0
